Bioassay records (PubChem)
bub3 – NCI yeast anticancer drug screen, S. cerevisiae bub3 mutant strain; growth inhibition, % at 50 µM; 78,000 tested, 9.9% active;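 also: 0% = growth of vehicle-only cultures of the same strain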
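Part of a panel of yeast mutants defective in DNA damage repair or cell cycle regulation. Each strain is grown with compound, and inhibition is calculated relative to solvent-treated cultures.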
yeast sgs1 mgt1 – NCI yeast anticancer drug screen, S. cerevisiae sgs1 mgt1 strain. growth inhibition, % at 50 µM. 78,000 tested, 10% active. AID 161;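 also: 0% = growth of vehicle-only cultures of the same strain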
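Test agents were incubated with a DNA-repair-mutant yeast strain. Growth was then read and compared against vehicle-treated controls.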
mlh1 rad18 – NCI yeast anticancer drug screen, S. cerevisiae mlh1 rad18 strain; AID 175; 79,000 tested, 11% active; growth inhibition, % at 50 µM;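 also: 0% = growth of vehicle-only cultures of the same strain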
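Compound-treated yeast growth, normalised to vehicle controls. Strain bears defined DNA repair mutations.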
mec2-1 – NCI yeast anticancer drug screen, S. cerevisiae mec2-1 strain. % growth inhibition at 50 µM. 79,000 tested, 9% active. AID 157;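 also: 0% = growth of vehicle-only cultures of the same strain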
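Yeast mec2-1 mutant treated with compound. Readout: growth inhibition vs vehicle controls.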
yeast rad50 – NCI yeast anticancer drug screen, S. cerevisiae rad50 strain. 79,000 tested, 10% active. % growth inhibition at 50 µM. AID 155;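 also: 0% = growth of vehicle-only cultures of the same strain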
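Compounds were tested on a yeast strain with an engineered DNA damage repair alteration; the reported value is growth inhibition normalised to vehicle treatment.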
cln2 rad14 – NCI yeast anticancer drug screen, S. cerevisiae cln2 rad14 strain | AID 165 | growth inhibition, % at 50 µM | 78,000 tested, 8.3% active;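 also: 0% = growth of vehicle-only cultures of the same strain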
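Test compounds were added to cln2 rad14 yeast cultures; inhibition of growth was then determined by comparison with vehicle treatment.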
Starred values were filed as active, the others as inactive; & = joins results of further samples. Rule as the data show it: active = growth inhibition above about 70%; inactive = the rest.

SMILES	bub3	yeast sgs1 mgt1	mlh1 rad18	mec2-1	yeast rad50	cln2 rad14
O=C1CC2(CCCCC2)C(=O)N1c1ccc(S(=O)(=O)NC(=S)Nc2ccc(Br)cc2)cc1	-6.4	20.0	16.4	7.8	44.7	-8.8
O=C(O)c1cc(O)ccc1O	-0.6&0.7	-27.2&-3.7	-28.9&11.8	2.2&-2.9	9.7&0.3	-16.5&-24.4
Cc1ccc(C(C)(C)C)c(O)c1O	91.4*	92.1*	90.5*	91.7*	91.2*	91.8*
O=c1[nH]c(=O)c2nnoc2[nH]1	7.4	4.5	-16.5	7.7	12.4	-20.2
CCC(/C(=N/NC(=O)C[N+](C)(C)C)c1ccccc1)C1OC(=O)c2ccccc21 (centres undefined)	19.4	16.1	18.4	2.1	15.2	23.2
CC(=O)NC1CC2c3ccccc3C1([N+](=O)[O-])c1ccccc12 (centres undefined)	-4.6	15.6	-3.9	17.6	4.1	6.5
CCOC(=O)C/C(C)=N\NS(=O)(=O)c1ccc([N+](=O)[O-])cc1	8.0	8.8	2.5	-16.5	3.0	-30.1
Cc1nc(C)c(N2CCN(S(N)(=O)=O)CC2)c(=O)[nH]1	3.4	-30.8	-21.8	-26.9	-70.3	6.6
CC(C)CCC[C@@H](C)[C@H]1CC[C@H]2[C@@H]3CC[C@H]4N(C)[C@@H](Cc5ccccc5)CC[C@]4(C)[C@H]3CC[C@]12C	15.4	32.5	-0.1	27.6	21.8	24.7
O=c1[nH]c(=O)c2ncn(C3OC(CO)C(O)C3O)c2[nH]1.O=c1[nH]c(=O)c2ncn(C3OC(CO)C(O)C3O)c2[nH]1.[NH2-].[NH2-].[Pt+2] (centres undefined)	-8.5	41.7	40.4	33.5	3.4	3.5
COC(=O)c1ccccc1C1CN=NC12Cc1cccc(C)c1C2=O (centres undefined)	28.9	64.8	52.6	20.2	26.6	43.1
O=C1C=C(Cl)C(=O)O1	-8.0	-8.8	15.6	10.2	8.8	-9.1
CN1C(=O)CCC1(O)C1C=CC=CC1 (centres undefined)	-4.9	1.8	-2.9	7.5	16.8	16.9
CC1(C)CO/C(=C/C(=O)c2ccccc2)N1C(=O)c1ccccc1	4.0	-6.2	-0.5	11.7	-4.6	1.6
COc1cc(C(C#N)NNc2nc(C)cc(=O)[nH]2)cc(OC)c1OC (centres undefined)	-23.9	-31.1	-12.9	-2.8	-25.6	-5.3
CCCNc1ncnc2ncn(C)c12	7.3	-12.9	0.3	-1.6	12.4	5.0
Cc1nn(CCO)c(C)c1N=[N+]([O-])c1c(C)nn(CCO)c1C	90.6*	89.3*	89.1*	91.8*	88.8*	86.0*
CCN(CCO)c1ccc(N)cc1C	-8.7	0.7	12.5	-3.8	2.2	-4.7
CC1CC=CCC1(C(=O)O)C(=O)O (centres undefined)	-21.6	-10.2	-24.1	10.1	0.6	-2.0
C/C(=C\CNc1ncnc2c1ncn2CCC#N)CO	14.8	-33.2	-15.9	13.2	-17.0	1.5
Cc1ccc(CS(=O)(=O)C/N=c2\sc3ccccc3nc2/C=C(\O)c2ccc(Cl)cc2)cc1	-26.2	-3.8	-27.4	-0.8	1.7	24.1
CCOC(CNc1nn2c(C)nnc2s1)OCC	4.8	-39.5	-7.7	-12.8	-17.8	0.6
Cn1cnc(N)c1C(N)=S	7.9	-8.6	1.1	7.5	4.7	-8.6
CCOC(=O)Cc1ccc2ccccc2c1	8.1	-1.9	7.5	-24.1	7.3	1.2
CC1=CC(C)(C)NC(=S)N1c1ccccc1Cl	-3.9	2.9	-4.2	-9.2	-11.1	-71.2

Part of the list above, with bars between the fields:
Compound | bub3 | yeast sgs1 mgt1 | mlh1 rad18 | mec2-1 | yeast rad50 | cln2 rad14
Cn1cnc(N)c1C(N)=S | 7.9 | -8.6 | 1.1 | 7.5 | 4.7 | -8.6
O=C(O)c1cc(O)ccc1O | -0.6&0.7 | -27.2&-3.7 | -28.9&11.8 | 2.2&-2.9 | 9.7&0.3 | -16.5&-24.4
O=C1CC2(CCCCC2)C(=O)N1c1ccc(S(=O)(=O)NC(=S)Nc2ccc(Br)cc2)cc1 | -6.4 | 20.0 | 16.4 | 7.8 | 44.7 | -8.8

Single entries from the results shown.
`CC(=O)NC1CC2c3ccccc3C1([N+](=O)[O-])c1ccccc12` (centres undefined) | bub3 = -4.6
`Cc1ccc(CS(=O)(=O)C/N=c2\sc3ccccc3nc2/C=C(\O)c2ccc(Cl)cc2)cc1` | yeast rad50 = 1.7
`CC1CC=CCC1(C(=O)O)C(=O)O` (centres undefined) | yeast rad50 = 0.6
`Cc1nc(C)c(N2CCN(S(N)(=O)=O)CC2)c(=O)[nH]1` | mec2-1 = -26.9

(more compounds)
SMILES	bub3	yeast sgs1 mgt1	mlh1 rad18	mec2-1	yeast rad50	cln2 rad14
O=C(CSc1nnc(Cc2ccccc2)o1)Nc1cccc(Cl)c1	77.5*	82.2*	78.8*	70.0*	77.0*	78.0*
COc1ccc(C=O)c([N+](=O)[O-])c1O	-35.7	-3.3	-30.4	-27.4	0.3	-5.0
CCCCCCCCSC(=O)n1cc(F)c(=O)[nH]c1=O	19.1	34.1	39.2	55.5	55.3	26.4
CCc1cc2c(cc1O)CC[C@@H]1[C@@H]2CC[C@]2(C)[C@@H](O)CC[C@@H]12	49.5	89.3*	85.2*	92.0*	88.0*	91.0*
Cn1c(=O)c(C#N)c2n(C)c3ccccc3n2c1=O	-36.1	13.8	-0.1	17.4	64.8	2.2
CCOc1cc(-c2nccc3cc(OC)c(OC)cc23)cc(OCC)c1OCC	3.5	5.5	-3.0	-22.8	-8.4	13.2
Cn1c(=O)c2c(nc(C(=N)SCC(=O)O)n2C)n(C)c1=O	-44.8	15.8	3.8	16.4	3.1	55.0
C1=c2ccccc2=C2C(=C(c3ccccc3)C(c3ccccc3)=NN2c2ccccc2)S1	-5.3	-18.8	-2.5	-18.6	-14.2	5.9
CCCCCCCCCC1OCCC(C)O1 (centres undefined)	9.5	-0.6	21.2	9.9	20.2	-20.9
C/C=C1\CC2C=CC1C2 (centres undefined) (tested in a mixture with another compound)	11.6	3.2	8.2	-15.4	5.3	0.5
O=C(OCc1ccccc1CN1CCOCC1)c1ccc(Cl)cc1	87.0*	75.7*	74.8*	68.5	42.1	84.0*
COc1ccc(OC)c2c(C(C)=O)cccc12	-17.2	-4.2	-21.7	-42.1	-35.0	-12.8
CCN(CC)c1ccc(/C=N/Nc2cc(C)nc3ccc(C4CCCCC4)cc23)cc1	-2.4	21.1	44.9	4.3	25.8	3.1
CCc1cccc(C(C)C)c1NC(=O)C(=O)C1C(=O)Nc2ccccc2S1=O (centres undefined)	2.4	-16.9	-29.1	-13.6	-4.0	-11.2
CC(O)c1cccc([N+](=O)[O-])c1 (centres undefined)	-4.2	-14.8	-6.2	-6.8	-16.2	12.8
COC(=O)c1cccnc1N	-2.5	0.2	3.2	-0.2	-2.4	-9.8
COc1cc(OC)c(CSCC(NC(=O)OCC2c3ccccc3-c3ccccc32)C(=O)O)c(OC)c1 (centres undefined)	99.2*	99.0*	98.4*	99.2*	98.6*	98.4*
CCOC(=O)c1cc(NO)c(=O)c2ccc(OC)cc2c1	30.2	-9.2	-6.3	-0.1	-17.4	64.2
CC(C)NC(N)=O	2.4	26.4	16.4	16.0	29.8	19.1
CC(C)(C)[Si](C)(C)OCC1CCC(n2cnc3c(N)ncnc32)O1 (centres undefined)	-1.9	-6.2	6.7	-3.1	19.7	-4.7
COc1ccc(CCn2cnn3c(=O)c4ccccc4nc3c2=O)cc1OC	-17.4	-9.1	-20.9	-29.9	-24.0	-0.8
C/C(=N\S(=O)(=O)c1ccc([N+](=O)[O-])cc1)OC(C)C	10.1	22.1	0.9	-12.2	-3.9	-69.7
CCOc1ccc2nc3cc(N=Nc4ccc(N)nc4N)ccc3c(N)c2c1	48.0	11.9	35.2	43.7	48.7	38.6
O=P(c1ccccc1)(c1ccccc1)c1ccccc1OCCCO	4.4	4.3	3.1	3.2	8.3	24.8
CSC(SC)=C1CCCC(=C(SC)SC)C1=O	-0.5	-9.6	-8.9	-9.3	-7.0	7.0

Next section.
SMILES	bub3	yeast sgs1 mgt1	mlh1 rad18	mec2-1	yeast rad50	cln2 rad14
O=C(C[N+]1(CCc2ccccc2)CCOCC1)c1cccc([N+](=O)[O-])c1	5.2	-6.1	10.2	4.8	-21.9	-3.5
COc1ccc(/C(CCl)=C(\Nc2ccccc2)c2ccc(OC)c(OC)c2)cc1OC	-36.2	19.7	-9.2	-19.8	-14.1	-69.2
O=C(Nc1ccccc1)c1ccc(F)cc1	-3.4	-4.2	3.2	-29.2	-3.5	-3.6
O=C1C2C=CC(n3[nH]c(=O)n(Cc4ccccc4)c3=O)CC2C(=O)N1c1cccc(Cl)c1 (centres undefined)	17.2	9.2	-9.4	10.7	11.6	-25.5
COc1ccc(/C=C2/SC(=S)NC2=O)cc1S(=O)(=O)O	9.9	8.7	-1.1	-6.2	2.2	-10.8
CSc1ccc(N=C=C(c2ccccc2)c2ccccc2)cc1	49.3	45.5	25.1	32.6	12.9	-2.7
COc1cc2c(cc1C1=NC(C)(C)CO1)OCO2	-24.1	-28.9	-49.2	-18.7	-7.3	-0.6
N#CC1OC1c1cccc[n+]1[O-] (centres undefined)	-13.9&-11.7	-8.7&0.8	8.5&-3.1	-3.3&-7.8	4.6&9.1	-29.5&-45.9
O=C(c1ccccc1)c1ccc2cccc(O)c2n1	91.7*	90.8*	89.4*	91.5*	88.8*	88.8*
COc1cc2c(cc1OC)C1CCN3CCCC3N1CC2 (centres undefined)	2.2	0.1	3.3	7.6	-7.8	-14.9
CCOC(=O)c1ccc2c(c1)nc1c3cccc4cccc(c(=O)n21)c43	-9.2	20.6	-31.4	9.8	-13.4	-20.9
CC/C(Cl)=N\OC(=O)Nc1ccc(OC)cc1	1.1	-3.3	-68.8	-16.1	-5.3	2.6
C=C1C[C@]23C[C@@]1(O)CC[C@H]2[C@@]12C=C[C@H](O)[C@@](C)(C(=O)O1)[C@H]2[C@@H]3C(=O)O	-18.1&-51.8	-1.3&-31.1	-3.0&-52.4	-16.6&-39.5	-0.7&-20.4	0.9&0.4
O=NN(CC(=O)O)c1ccc2ccccc2c1	-14.9	13.8	-2.9	-7.3	2.5	-39.5
CCOC(=O)NC(=O)c1cn(CCCOC(=O)NCCCCCCNC(=O)OCCCn2c(=O)c(C(=O)NC(=O)OCC)cn(C)c2=O)c(=O)n(C)c1=O	-24.3	-21.7	-20.6	-42.6	-34.0	-4.4
Nc1cccc2cc(Cl)cnc12	38.5	59.7	67.3	20.9	71.0*	49.3
O=C(CSSCC(=O)Nc1ccc(Br)cc1)Nc1ccc(Br)cc1	-6.4	-11.5	26.4	2.5	28.8	18.6
O=C1CCCC2=C1CC1=C(CCCC1=O)N2c1ccccc1	12.6	8.7	12.6	-20.9	-28.5	-0.8
Cc1occc1C(=S)Nc1ccc(Cl)c(COC(C)(C)C)c1	86.2*	85.7*	78.5*	84.3*	78.9*	84.8*
C1=C(c2ccc(-c3ccccc3)cc2)CCCC1	12.9	13.6	6.0	3.2	18.4	-4.8
Nc1c(Br)cc(Br)c2c1CCC2	8.8	10.6	15.8	5.9	10.6	1.4
CCOC(=O)/C(=C/c1ccc(OC)c(OC)c1)C(=O)c1ccccc1	78.4*	64.7	56.5	68.0	74.7*	72.5*
CC(c1ccccc1)n1cnc2c(Cl)ncnc21 (centres undefined)	6.3	5.0	-17.2	-16.7	5.0	-0.5
NC(=O)C1CC(I)C2CC1C(=O)O2 (centres undefined)	0.3	-4.5	-6.5	-4.3	1.4	4.3
COc1ccc(Cc2cc3c(cc2OC(C)=O)OCO3)cc1	38.2	-5.8	7.2	-10.3	-4.2	8.9

Complete entries as entered above. Order of values: bub3, yeast sgs1 mgt1, mlh1 rad18, mec2-1, yeast rad50, cln2 rad14
Results for `COc1cc2c(cc1OC)C1CCN3CCCC3N1CC2` (centres undefined) = 2.2, 0.1, 3.3, 7.6, -7.8, -14.9
Results for `O=C(Nc1ccccc1)c1ccc(F)cc1` = -3.4, -4.2, 3.2, -29.2, -3.5, -3.6

Next part:
SMILES	bub3	yeast sgs1 mgt1	mlh1 rad18	mec2-1	yeast rad50	cln2 rad14
CCOC(=O)Nc1ccc2c(c1)Cc1ccccc1-2	87.2*	5.6	16.4	-5.5	-9.4	-19.0
NC(=O)n1ncc(Cl)c(Cl)c1=O	-1.8	2.1	7.3	-1.5	-7.2	4.3
NC(=O)C(CSSCC(NC(=O)OCc1ccccc1)C(N)=O)NC(=O)OCc1ccccc1 (centres undefined)	10.2	7.8	5.5	6.2	9.2	11.4
Cc1cc(C)nc(NS(=O)(=O)c2ccc(Nc3c4ccc(Cl)cc4nc4c(C(=O)NCCN(C)C)cccc34)cc2)n1	30.8	-5.0	7.0	13.8	0.0	1.4
OCCCCCO	15.0	-1.4	24.4	8.5	32.4	2.8
CN1C(=O)CNS1(=O)=O	4.6	-4.3	7.3	9.6	-1.4	-11.1
COc1ccccc1/C=N\NC(C)=O	6.0	5.3	-14.7	6.0	-9.9	2.2
CNc1cc2oc(=O)cc(C)c2cc1C	14.2	6.8	10.4	-12.5	19.8	3.6

An unsorted share of the library; any-hit rate near 14%.
